# Source: PubChem
# NOD2 RIPK2 PPI = NOD2-RIPK2 binding disruptors in cells, primary screen, fluorescence, CHO cells, BLA complementation | AID 624267, 2012 | hit rate 0.38% among 360,000 | inhibition, % at 4.98 µM | CCF4 ratio; in the data active = inhibition above about 21%;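 note: 0% = vehicle only and 100% = reference blocker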
# NCOA1 inh = SRC1 coactivator transcriptional activity inhibitors, primary screen, cell-based, luminescence; Nuclear receptor coactivator 1 (Homo sapiens), Q15788; HEK293 GAL4-SRC1 luciferase reporter; inhibition, % at 3.6 µM; hit rate 0.12% among 360,000; AID 588354, 2011;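 active = inhibition above the campaign mean plus 3 SD, with each screening campaign given its own cutoff, cut at about 60% in these data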;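 note: 0% = DMSO treated cells and 100% = gossypol at 36 µM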
# ABHD5-PLIN5 inh = ABHD5-PLIN5 interaction inhibitors, primary screen, cell lysate, split luciferase complementation, luminescence. Perilipin-5 (Homo sapiens) + 1-acylglycerol-3-phosphate O-acyltransferase ABHD5 (Homo …. Split G. princeps luciferase complementation, 4 h. inhibition, % at 4 µM. hit rate 0.78% among 360,000. AID 602281, 2012;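 active = inhibition above the mean inhibition across every tested compound plus 3 SD, cut at about 22% in these data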;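 note: 0% = DMSO only wells and the 100% control is not disclosed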
# NR2F2 inh = NR2F2 transcriptional activity inhibitors, primary screen, cell-based, luciferase reporter, HEK293T, luminescence; COUP transcription factor 2 (Homo sapiens), P24468; HEK293T NGFI-A luciferase reporter; inhibition, % at 8.6 µM; hit rate 0.7% among 370,000;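 active = inhibition above a per-plate cutoff, mean inhibition of test wells between control levels plus 3 SD, cut at about 38% in these data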;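 note: cells cotransfected with COUP-TFII expression vector driving the NGFI-A reporter; 0% = median of COUP-TF2 test wells and 100% = reporter-only cells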
# TLR9-MyD88 block = inhibitors of TLR9-MyD88 association in cells, primary screen, cell-based, CHO, BLA complementation, fluorescence. hit rate 0.21% among 340,000. inhibition, % at 4.98 µM. CCF4 FRET ratio. AID 504734, 2011. Toll-like receptor 9 (Homo sapiens) + Myeloid differentiation primary response protein …;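 active = inhibition above the mean over all tested compounds plus 3 SD, cut at about 21% in these data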;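 note: 0% = DMSO only wells and 100% = clavulanate BLA inhibitor control wells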
# TROY signal inh = inhibitors of TROY-driven NF-kB signaling, primary screen, Q293 LMP1-TROYcd cells, NF-kB luciferase, uHTS. Q293 LMP1-TROYcd NF-kB luciferase reporter, 4 h. inhibition, % at 10 µM. hit rate 0.98% among 360,000. AID 1347056, 2019;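 active = compounds whose plate-normalised and pattern-corrected inhibition of the luciferase reporter signal at the single screening dose is 50% or more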
# NR5A2 inv ag = LRH-1 (NR5A2) inverse agonists, primary screen, cell-based, luminescence, HEK293T, StAR-luciferase reporter | hit rate 0.13% among 360,000 | inhibition, % at 3.6 µM | Nuclear receptor subfamily 5 group A member 2 (Homo sapiens), O00482 | AID 602396, 2012 | LRH-1 transfected, 24 h;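 active = inhibition above the mean inhibition of all tested compounds plus 3 SD, cut at about 73% in these data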;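 note: 0% = DMSO wells and 100% = reporter-only cells lacking LRH-1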
# NCOA2 inhibitor = inhibition of GAL4-SRC2 driven luciferase reporter, primary screen, SRC2 inhibitor project, cell-based, luminescence; Nuclear receptor coactivator 2 (Homo sapiens), Q15596; HEK293 GAL4-SRC2 luciferase reporter; inhibition, % at 9 µM; hit rate 0.17% among 370,000;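 active = inhibition above the mean inhibition of all tested compounds plus 3 SD, set per campaign, cut at about 52% in these data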;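 note: 0% = DMSO treated cells and 100% = cells given Gossypol at 36 µM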
# NCOA3 inh = SRC3 coactivator transcriptional activity inhibitors, primary screen, cell-based, luminescence. Nuclear receptor coactivator 3 (Homo sapiens), Q9Y6Q9. HEK293 GAL4-SRC3 luciferase reporter. inhibition, % at 3.6 µM. hit rate 0.17% among 360,000. AID 588352, 2011;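 active = inhibition above a per-campaign cutoff, the mean of all compounds plus 3 SD, cut at about 60% in these data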;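 note: 0% = DMSO-treated cells and 100% = gossypol-treated cells at 36 µM; higher means less SRC3-driven luciferase light from the GAL4 reporter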
# Target sequence (Q9Y6Q9 whole entry, looked up, the tested form may be a part): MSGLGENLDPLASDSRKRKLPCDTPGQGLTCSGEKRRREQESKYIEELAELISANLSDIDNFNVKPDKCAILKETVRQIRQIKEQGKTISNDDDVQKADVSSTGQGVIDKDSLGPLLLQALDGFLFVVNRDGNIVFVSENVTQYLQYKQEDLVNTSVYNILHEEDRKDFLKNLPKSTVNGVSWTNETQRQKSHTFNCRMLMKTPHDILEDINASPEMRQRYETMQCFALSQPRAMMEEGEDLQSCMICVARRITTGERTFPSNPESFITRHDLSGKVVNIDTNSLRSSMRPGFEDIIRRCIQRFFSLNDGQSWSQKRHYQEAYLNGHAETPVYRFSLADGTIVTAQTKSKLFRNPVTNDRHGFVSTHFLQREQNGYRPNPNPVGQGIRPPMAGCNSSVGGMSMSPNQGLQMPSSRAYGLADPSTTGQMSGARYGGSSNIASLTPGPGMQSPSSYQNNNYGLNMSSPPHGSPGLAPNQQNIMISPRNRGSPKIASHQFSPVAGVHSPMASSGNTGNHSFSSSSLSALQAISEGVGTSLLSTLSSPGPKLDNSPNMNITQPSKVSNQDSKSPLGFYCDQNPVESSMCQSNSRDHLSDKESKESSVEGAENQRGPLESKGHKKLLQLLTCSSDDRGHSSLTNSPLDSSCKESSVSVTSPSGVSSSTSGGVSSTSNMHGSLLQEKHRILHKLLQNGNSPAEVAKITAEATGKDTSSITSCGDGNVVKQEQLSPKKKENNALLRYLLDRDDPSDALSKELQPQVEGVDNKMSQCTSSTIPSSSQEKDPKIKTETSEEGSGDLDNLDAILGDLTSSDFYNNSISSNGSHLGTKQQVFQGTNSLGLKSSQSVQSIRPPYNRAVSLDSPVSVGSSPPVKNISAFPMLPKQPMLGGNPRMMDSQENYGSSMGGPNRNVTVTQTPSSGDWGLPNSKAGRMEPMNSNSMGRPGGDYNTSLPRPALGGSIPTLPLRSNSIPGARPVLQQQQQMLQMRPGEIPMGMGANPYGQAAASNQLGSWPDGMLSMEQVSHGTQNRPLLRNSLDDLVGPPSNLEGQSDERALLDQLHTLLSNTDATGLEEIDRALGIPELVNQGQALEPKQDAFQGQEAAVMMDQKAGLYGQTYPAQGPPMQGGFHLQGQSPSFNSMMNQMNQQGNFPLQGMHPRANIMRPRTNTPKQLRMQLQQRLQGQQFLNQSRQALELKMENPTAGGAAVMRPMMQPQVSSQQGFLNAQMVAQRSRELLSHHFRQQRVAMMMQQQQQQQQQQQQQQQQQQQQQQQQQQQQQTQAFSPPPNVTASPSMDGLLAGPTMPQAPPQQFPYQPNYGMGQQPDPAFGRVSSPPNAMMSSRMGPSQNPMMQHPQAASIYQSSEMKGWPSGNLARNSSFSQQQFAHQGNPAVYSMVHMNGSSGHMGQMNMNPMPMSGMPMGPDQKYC
# Exocytosis inh = LAMP-1 surface exposure blockers, TALL-104 cells – cell-based, flow cytometry, MLPCN library, primary screen; TALL-104 LAMP-1 surface exposure; cells stimulated with thapsigargin and PMA; inhibition, % at 10 µM; hit rate 0.66% among 360,000;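 active = inhibition above about 55%, limit read from the data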
# TWEAK-Fn14 inh = inhibitors of TWEAK-Fn14 signaling, primary screen, luciferase reporter cells, uHTS; TWEAK-stimulated Fn14 reporter cells, luciferase luminescence, 8 h; inhibition, % at 10 µM; hit rate 2% among 360,000; in the data active = inhibition above about 50%
# * hit, by the source's call; · = no result given. Only part of the results is shown. The share of hits here may be higher or lower than overall.
SMILES,NOD2 RIPK2 PPI,NCOA1 inh,ABHD5-PLIN5 inh,NR2F2 inh,TLR9-MyD88 block,TROY signal inh,NR5A2 inv ag,NCOA2 inhibitor,NCOA3 inh,Exocytosis inh,TWEAK-Fn14 inh
Cc1ccc(/C=N\Nc2cn[nH]c(=O)c2Cl)cc1,3.6,-75.1,0.5,-86.5,-2.1,-58.9,-66.5,-88.1,-42.5,-3.2,-23.5
Cc1cc(=O)[nH]c2c3ccccc3nn12,9.4,-8.4,2.1,-7.6,7.0,-0.2,-7.4,2.6,-4.1,-6.0,6.0
Cc1ccc(OCCNC(=O)c2ccc(C)cc2)cc1,7.1,-35.5,-12.9,-36.4,-1.7,-29.6,-66.6,-38.6,-50.2,-5.3,-19.5
Cc1ccc2cccc(OC(=O)/C=C\c3ccccc3)c2n1,-8.1,-0.5,4.2,7.5,-19.3,3.5,8.3,5.8,7.1,-3.6,-3.9
COCCNC(=O)c1ccc2c(=O)n(Cc3ccco3)c(SCC(=O)NC3CCCC3)nc2c1,-11.0,4.8,1.3,5.5,-4.6,-35.5,-2.5,-5.4,1.2,-0.8,1.7
Cc1ccc(S(N)(=O)=O)cc1NC(=O)C(c1ccccc1)c1ccccc1,-4.8,-0.9,-14.5,0.3,0.8,-7.0,-3.6,-9.8,2.6,2.8,-21.4
COCC(C)NC(=O)c1ccc(N(C)C)cc1 (stereo not given),-3.0,-15.2,3.0,2.1,3.7,1.3,-2.4,-28.8,-9.1,0.7,-19.0
CN1C(=O)c2ccccc2OC1(C)Cc1ccccc1 (stereo not given),-5.2,2.3,1.6,7.4,-7.3,-5.3,6.0,2.0,-5.5,-4.9,-10.7
Cc1ccc(C)c(S(=O)(=O)NC(C)C(=O)NCc2ccccn2)c1 (stereo not given),-6.2,-5.6,-6.7,-6.1,-7.0,9.5,-20.8,-4.9,8.4,-8.3,1.3
CC(C)(C)c1cc(CCC(=O)Nc2ccncc2)cc(C(C)(C)C)c1O,-3.3,-10.2,0.3,1.7,-2.3,-23.0,-4.8,-4.1,11.0,0.0,-2.6
CN(C)S(=O)(=O)Oc1ccsc1C(=O)Nc1ccc(Cl)c(Cl)c1,5.9,1.1,3.8,-1.3,-7.3,-0.8,-2.5,15.6,18.7,4.5,22.2
Cc1ccc(CN(C(=O)c2c(F)cccc2F)C2CC(C)(C)NC(C)(C)C2)o1,-1.7,-7.6,3.0,23.5,2.4,2.0,12.1,-18.3,3.1,-0.4,-4.5
Cc1cc(C)n(C(=O)CCCCCC(=O)n2nc(C)cc2C)n1,-2.2,12.7,4.1,-4.0,-5.7,-14.5,-2.1,-4.0,13.0,-0.6,-3.5
Cc1c(C(=O)NN2CCN(C)CC2)cccc1[N+](=O)[O-],-4.2,-11.6,9.3,5.8,-1.2,10.6,4.5,1.2,15.2,5.3,-28.2
CCCCN(CCCC)CCCNC(=O)C1CC(c2cc(C(F)(F)F)cc(C(F)(F)F)c2)=NO1 (stereo not given),-8.7,-8.2,9.8,-6.2,-0.7,-33.4,11.4,6.3,10.7,-17.3,1.1
COc1cc(/C=C2\CCn3c2nc2cc(C(=O)O)ccc2c3=O)ccc1OC(F)F,4.4,-9.6,7.5,1.1,-7.2,-24.2,2.6,24.9,9.7,-1.2,12.3
c1cncc(-c2cccnc2)c1,-6.2,-31.4,-1.9,1.0,3.1,9.4,-42.2,-29.6,-27.3,-2.0,-15.0
O=C(Nc1nnc(-c2cc(Cl)ccc2Cl)o1)c1ccco1,3.6,-9.9,-13.1,3.5,4.3,-38.3,-14.3,-19.2,-4.9,1.0,-22.4
Cc1ccc(NC(=O)N2CCCc3ccccc32)cc1C,0.9,-30.0,9.4,-13.1,-9.6,65.0*,-2.4,-17.8,-11.5,-2.7,26.0
Cc1cccc(NC(=O)CNC(=O)c2cccc(-n3cccc3)c2)c1C,-7.3,-10.5,-4.4,17.9,2.4,8.5,-12.9,-2.6,-16.6,0.5,-9.9

# Some of the entries above in a different format.
mol	NOD2 RIPK2 PPI	NCOA1 inh	ABHD5-PLIN5 inh	NR2F2 inh	TLR9-MyD88 block	TROY signal inh	NR5A2 inv ag	NCOA2 inhibitor	NCOA3 inh	Exocytosis inh	TWEAK-Fn14 inh
O=C(Nc1nnc(-c2cc(Cl)ccc2Cl)o1)c1ccco1	3.6	-9.9	-13.1	3.5	4.3	-38.3	-14.3	-19.2	-4.9	1.0	-22.4
Cc1ccc(NC(=O)N2CCCc3ccccc32)cc1C	0.9	-30.0	9.4	-13.1	-9.6	65.0*	-2.4	-17.8	-11.5	-2.7	26.0

# (cont.)
SMILES,NOD2 RIPK2 PPI,NCOA1 inh,ABHD5-PLIN5 inh,NR2F2 inh,TLR9-MyD88 block,TROY signal inh,NR5A2 inv ag,NCOA2 inhibitor,NCOA3 inh,Exocytosis inh,TWEAK-Fn14 inh
Nn1c(SCc2cn3ccccc3n2)nnc1-c1ccncc1,7.5,-2.0,13.4,1.3,2.8,2.1,0.5,14.8,23.7,2.4,21.6
Cc1ccc2c(C)c(C(=O)N(Cc3cccs3)C3CCS(=O)(=O)C3)oc2c1 (stereo not given),4.0,-1.4,1.7,-4.2,-1.9,7.1,22.6,-3.3,4.7,2.4,-6.4
CCOc1ccc(N2C(=O)S/C(=C\c3cc(OC)c(OC)c(OC)c3)C2=O)cc1,-8.4,-2.6,-2.1,0.3,·,-2.8,-4.1,-7.2,22.3,-1.3,-40.4
CC(=O)Nc1cccc(NC(=O)CSc2nc3c(=O)n(C)c(=O)n(C)c3n2C)c1,-5.8,-45.2,15.5,-3.8,8.7,-14.8,2.0,-16.5,-4.8,-3.1,-6.0
Cc1noc(C)c1S(=O)(=O)N(C)C[C@H]1Oc2c(NC(=O)Nc3ccccc3)cccc2C(=O)N([C@H](C)CO)C[C@@H]1C,-0.7,3.1,-3.7,-8.9,-2.6,-15.7,6.5,-10.7,-10.3,65.4*,3.1
COc1ccc(CNC(=O)CN(C(=O)c2csnn2)c2cccc3ccccc23)cc1,-2.5,-7.7,5.4,-7.5,-6.6,13.1,13.0,9.2,1.7,15.4,7.6
Cc1ccc(C(=O)NCC(c2ccc(F)cc2)N2CCOCC2)s1 (stereo not given),1.2,0.8,2.2,-9.7,-6.4,-6.4,-9.0,10.1,-13.6,0.3,-13.1
Nc1ncnc2c1ncn2[C@@H]1O[C@H](C(=O)NCc2ccc(OC(F)(F)F)cc2)[C@@H](O)[C@H]1O,6.5,-9.9,-2.8,7.9,·,-1.9,-27.6,-18.8,-9.1,3.6,-2.7
CCCOc1ccc(C2c3c(oc4cc(C)c(C)cc4c3=O)C(=O)N2CCCN(C)C)cc1 (stereo not given),-10.5,5.9,2.1,12.6,3.1,-4.4,6.4,-4.0,5.1,-2.2,-0.6
Nc1ncnc2c1ncn2CCN1CCOCC1,-8.8,6.2,1.8,2.2,-0.2,7.4,12.8,-4.0,15.9,-3.6,-1.3
CCN(c1ccccc1)S(=O)(=O)c1ccc(C(=O)Nc2ccccc2OC)cc1,-1.8,1.5,0.2,25.2,-14.9,7.5,-1.6,6.7,-3.0,1.6,2.1
CC(C)NC(=O)NNc1c(Cl)cncc1Cl,-4.6,-6.5,-1.6,-1.4,·,3.7,9.3,-1.4,10.6,0.5,1.8
Cc1cc(C)c2c(N)c(C(=O)Nc3nccs3)sc2n1,2.1,-95.8,3.8,-16.9,5.2,-11.1,-123.8,-18.7,-66.5,-3.4,65.9*
CCCCC(=O)NC(=S)Nc1ccccc1C(=O)Nc1ccccc1,-12.2,-27.2,-8.8,12.1,5.5,-7.6,-36.7,-22.8,11.2,-0.3,-17.7
COc1ccccc1CNC(=O)CSc1ccc(-c2ccccn2)nn1,1.5,-5.8,-8.4,-2.5,-5.6,-13.3,-15.3,14.9,-5.2,1.1,11.4
COc1ccc(OC)c(S(=O)(=O)N2CCCC(C(=O)N3CCCC3)C2)c1 (stereo not given),-3.4,0.2,1.7,0.1,6.4,-23.6,9.2,-21.5,-3.6,3.0,5.5
O=C1C(Cl)=C(N2CCCCCC2)C(=O)N1c1ccccc1Cl,0.5,-7.0,-3.8,-2.9,0.1,0.8,-17.6,-10.8,8.0,-10.6,7.6
CCOC(=O)N1CCN(C(=O)c2cccc(NS(=O)(=O)c3ccc(F)c(F)c3)c2)CC1,2.3,0.0,5.4,14.1,-25.6,2.1,6.7,0.1,3.0,-4.3,21.1
Cc1ccc(S(=O)(=O)N(CCC(=O)O)Cc2ccc(Cl)cc2)cc1,-2.9,-14.3,-0.7,-5.5,-7.9,-1.6,16.5,2.6,-4.8,-1.1,25.6
CCn1ncc(Br)c1C(=O)N(C)C12CC3CC(CC(C3)C1)C2,-6.3,7.2,-0.3,2.3,16.0,5.8,11.8,9.4,15.2,-1.0,6.0
Cc1cc(O)c(C(C)C)cc1NS(=O)(=O)c1ccccc1,-0.2,10.8,2.6,4.9,-6.7,-16.6,9.3,-4.1,0.3,-0.2,12.0
O=C(O)/C=C\c1cn(-c2ccccc2)nc1-c1cc2ccccc2o1,2.1,1.4,-3.8,-7.5,-1.9,-17.5,9.1,-0.9,0.8,4.7,-20.4
COc1ccc(COC(=O)CCS(=O)(=O)c2ccc(C)cc2)cc1F,-4.9,-23.8,3.7,7.6,3.1,-6.7,28.4,13.0,-31.1,3.8,9.2

# An excerpt from above, reduced to NCOA2 inhibitor, NCOA3 inh and TLR9-MyD88 block.
mol,NCOA2 inhibitor,NCOA3 inh,TLR9-MyD88 block
COc1ccc(CNC(=O)CN(C(=O)c2csnn2)c2cccc3ccccc23)cc1,9.2,1.7,-6.6
Cc1ccc(S(=O)(=O)N(CCC(=O)O)Cc2ccc(Cl)cc2)cc1,2.6,-4.8,-7.9
COc1ccc(OC)c(S(=O)(=O)N2CCCC(C(=O)N3CCCC3)C2)c1 (stereo not given),-21.5,-3.6,6.4
CCn1ncc(Br)c1C(=O)N(C)C12CC3CC(CC(C3)C1)C2,9.4,15.2,16.0
Nc1ncnc2c1ncn2CCN1CCOCC1,-4.0,15.9,-0.2
Cc1cc(O)c(C(C)C)cc1NS(=O)(=O)c1ccccc1,-4.1,0.3,-6.7
